ssDAF-12 act – S. stercoralis DAF-12 activation, primary screen. AID 652126. HEK293 ssDAF-12/GRIP1 lit1-tk-luc reporter, luminescence; % of 3 µM dafachronic acid response. 1% of 370,000 active. activation, % at 6.8 µM;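 active means activation above the mean over all tested compounds plus 3 SD, cut at about 0.9% in these data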;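 further: 0% = DMSO-only wells and 100% = 3 µM delta7-dafachronic acid wells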
DAX1 inh-1 – NR0B1 (DAX1) inhibition; HEK293 Gal4-DAX1 luciferase reporter, luminescence; inhibition, % at 6.75 µM; 0.99% of 340,000 active; AID 504766;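 active means inhibition above the mean over all tested compounds plus 3 SD, cut at about 4.2% in these data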;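 further: 0% = DAX1-transfected cells with DMSO and 100% = empty-vector control cells with DMSO; inhibition shows as a rise in luminescence from relieved DAX1 repression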
DAX1 inh-2 – blocks DAX1 repression of SF-1 activated StAR promoter. HEK293T StAR-luciferase reporter, SF-1/DAX-1 repression relief. inhibition, % at 6.8 µM. 1.1% of 370,000 active. AID 652010;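 active means inhibition above the mean over all tested compounds plus 3 SD, cut at about 3.6% in these data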;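 further: 0% = DAX-1 cells with DMSO and 100% = cells lacking DAX-1 with DMSO; higher inhibition means more luminescence from relief of DAX-1 repression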
NPR1 activator – GC-A (human) enzyme activation; P16066; HEK293 GC-A cells, cGMP TR-FRET, EC30 ANP; 0% at EC30 ANP, 100% saturating ANP; activation, % at 10 µM; 0.14% of 370,000 active; in the data active means activation above about 40%
Target sequence (P16066 whole entry, looked up): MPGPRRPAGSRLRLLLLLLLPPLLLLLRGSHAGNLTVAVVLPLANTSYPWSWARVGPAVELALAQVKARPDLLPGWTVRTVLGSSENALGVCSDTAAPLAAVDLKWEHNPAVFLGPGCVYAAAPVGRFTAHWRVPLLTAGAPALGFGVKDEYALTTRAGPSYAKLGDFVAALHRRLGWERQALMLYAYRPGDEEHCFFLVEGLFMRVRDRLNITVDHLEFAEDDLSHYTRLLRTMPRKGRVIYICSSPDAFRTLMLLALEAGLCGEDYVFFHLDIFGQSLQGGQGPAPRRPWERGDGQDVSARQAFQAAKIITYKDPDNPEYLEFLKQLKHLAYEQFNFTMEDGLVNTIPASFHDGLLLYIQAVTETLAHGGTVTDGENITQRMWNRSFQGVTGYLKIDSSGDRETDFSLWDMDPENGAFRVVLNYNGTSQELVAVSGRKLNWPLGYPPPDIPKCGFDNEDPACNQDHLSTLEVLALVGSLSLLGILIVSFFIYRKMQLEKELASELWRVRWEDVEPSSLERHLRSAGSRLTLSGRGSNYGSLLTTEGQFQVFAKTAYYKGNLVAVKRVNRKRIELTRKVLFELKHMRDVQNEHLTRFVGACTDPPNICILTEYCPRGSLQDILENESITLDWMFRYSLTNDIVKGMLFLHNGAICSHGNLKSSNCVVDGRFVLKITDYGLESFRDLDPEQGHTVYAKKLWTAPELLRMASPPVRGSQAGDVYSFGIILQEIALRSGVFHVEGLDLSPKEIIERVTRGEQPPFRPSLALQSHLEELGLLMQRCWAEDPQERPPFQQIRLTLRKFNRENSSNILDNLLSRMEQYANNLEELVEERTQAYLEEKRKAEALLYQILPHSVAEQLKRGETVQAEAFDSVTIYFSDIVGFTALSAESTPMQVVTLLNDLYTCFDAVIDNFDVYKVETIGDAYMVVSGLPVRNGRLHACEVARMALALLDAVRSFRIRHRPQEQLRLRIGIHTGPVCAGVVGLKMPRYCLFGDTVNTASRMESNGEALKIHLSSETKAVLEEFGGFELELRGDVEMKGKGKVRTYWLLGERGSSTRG
hgDAF-12 ag – agonists of H. glycines DAF-12 nuclear receptor; 1.8% of 370,000 active; HEK293 GAL4-hgDAF12 UAS-luciferase reporter, agonist luminescence; normalized to butyrate control; activation, % at 6.8 µM; AID 687014;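 active means activation above a cutoff set at the mean of all screened compounds plus 3 SD, cut at about 10% in these data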;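 further: 0% = DMSO wells and 100% = sodium butyrate wells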
GAA850 FXN act – activators of GAA850 frataxin (FXN) promoter; HEK293 lucGAA850 FXN promoter luciferase reporter, 24 h; percent of 10 µM SAHA response; 0.56% of 360,000 active; activation, % at 6 µM;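 active means activation above the average of all compounds screened plus 3 SD, cutoff fixed separately per campaign, cut at about 7.5% in these data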;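 further: 0% = DMSO wells and 100% = 10 µM SAHA wells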
SMARCA2 activ – activators of SMARCA2 function. 1% of 370,000 active. activation, % at 9.1 µM. MG213 cells, MMTV-luciferase reporter, dexamethasone, overnight; in the data active means activation above about 7.8%;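 further: 0% = vehicle wells and 100% = reference activator wells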
PG9 binder – PG9 antibody binding by small molecule; TR-FRET gp120-PG9 antibody binding; inhibition, % at 6.7 µM; 0.43% of 360,000 active; AID 624416; in the data active means inhibition above about 8.5%
ADAM10 inh – inhibitors of human ADAM10; recombinant ADAM10, EDANS/DABCYL FRET peptide cleavage, 3 h; O14672; inhibition, % at 7 µM; 0.62% of 370,000 active;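 active means inhibition above a per-campaign cutoff equal to the mean of compounds falling between control-based bounds plus 3 SD, cut at about 20% in these data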;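 further: 0% = DMSO wells while the 100% control is not disclosed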
ADAM17 inh – ADAM17 inhibition, QFRET primary screen | P78536 | recombinant ADAM17, EDANS/DABCYL FRET peptide cleavage | inhibition, % at 6.95 µM | 0.83% of 370,000 active | AID 720648;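 active means inhibition above the mean of compounds lying between control limits plus 3 SD, set per campaign, cut at about 8.5% in these data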;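 further: 0% = DMSO-only wells as the low control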
hcDAF12 agonist – activators of H. contortus DAF-12 nuclear receptor; 1.4% of 370,000 active; HEK293 hcDAF-12 lit1-tk-luc reporter, luminescence; 0% DMSO, 100% Δ7-dafachronic acid; activation, % at 6.8 µM;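 active means activation above the mean of all tested compounds plus 3 SD, cut at about 5.5% in these data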;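 further: 100% = response to 3 µM Δ7-dafachronic acid high control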
Active calls of the source: *; i = inactive; / = no result given.

SMILES	ssDAF-12 act	DAX1 inh-1	DAX1 inh-2	NPR1 activator	hgDAF-12 ag	GAA850 FXN act	SMARCA2 activ	PG9 binder	ADAM10 inh	ADAM17 inh	hcDAF12 agonist
C=CSc1sc(Cl)c(N(C)C)c1[N+](=O)[O-]	-0.9	-1.4	-0.1	4	1.2	0.4	-4	0.1	-10	-3	0.0
CCN(CC(=O)Nc1c(F)cccc1F)C(=O)c1ccc(C(=O)c2ccccc2)cc1	-1.9	0.0	1.1	-4	0.6	1.3	-3	0.1	1	-4	-1.1
COc1ccc(C)cc1NC1=C(Cl)C(=O)N(C2CCCCC2)C1=O	-1.3	3.0	-0.9	-6	1.9	-1.6	-2	1.6	8	-6	-1.8
COc1ccc(N2CCN(C(=O)C34CCC(C)(C(=O)C3)C4(C)C)CC2)cc1 (stereo not given)	-0.8	-0.8	-0.3	5	0.5	-1.8	2	-1.2	-9	-3	-1.4
CCOC(=O)C1(Cc2ccccc2)CCCN(Cc2cccc(C(C)=O)c2)C1 (stereo not given)	-1.3	-0.9	-0.2	-7	-0.2	-1.2	0	-1.1	3	1	-1.3
COc1ccc(-c2nc3c(C)cc(Br)cn3c2CC2CCCCC2)cc1OC	-0.8	/	-1.1	8	1.9	/	-2	14*	-12	-6	2.6
Cn1c(N)nc2nc(CCc3ccccc3)c(=O)[nH]c2c1=O	-0.4	1.2	-0.2	3	-3.2	0.8	-3	1.3	i	-337	3.2
CCCCn1c(CNC(=O)C(C)(C)C)nc2ccccc21	-1.1	-0.2	0.5	-2	2.7	-0.5	-3	-0.3	-9	2	-0.2
COc1ccc(N2CCN(C(CNC(C)=O)c3ccco3)CC2)cc1 (stereo not given)	-1.4	-1.1	-0.2	2	-1.3	-0.8	-2	1.2	-5	-2	-0.3
C[C@@H](C(=O)NC1CCCCC1)N1C(=O)N2CCc3c([nH]c4ccccc34)[C@@]2(C)C1=O	-0.7	-0.8	-1.0	-2	-4.7	-1.4	-1	0.5	0	4	-1.5
COc1ccc(-c2c(C)nn(-c3ccccc3)c2N)cc1	0.2	1.9	1.2	-7	4.4	2.8	4	-0.1	8	-2	2.5
Cc1n[nH]c(C)c1S(=O)(=O)N1CCCC(C(=O)N2CCc3ccccc32)C1 (stereo not given)	1.9*	-1.1	-0.2	-2	-0.2	-1.8	-5	-1.7	12	1	1.5
Cc1cccc(CSc2nc(N)c(C#N)c(-c3cccs3)c2C#N)c1	-2.4	-1.8	-0.8	6	-2.8	7.3	-5	6.7	-15	6	-3.2
Cc1cccc(NC(=O)CSc2nnc(CNC(=O)c3ccco3)n2C)c1C	-1.1	-1.4	-2.4	4	1.0	0.5	-2	-0.5	-4	-4	0.1
COc1ccccc1N1CCN(S(=O)(=O)c2ccc3nc(-c4ccccc4)[nH]c3c2)CC1	-2.3	0.5	-0.5	-4	-1.8	0.7	-4	-1.4	12	6	-1.5
CCN(CC)S(=O)(=O)c1ccc2[nH]c(=O)c3ccccc3c2c1	-1.1	0.5	-0.2	7	0.2	-1.2	-2	-1.5	-1	-2	1.7
COc1ccc(NC(=O)CCCOc2ccc(C(C)=O)cc2)cc1S(=O)(=O)N1CCCCC1	-2.0	-1.1	-5.1	-3	-5.0	-3.0	-5	-0.2	6	4	-2.9
CN(Cc1ccccc1)C(=O)COC(=O)c1cc([N+](=O)[O-])ccc1N1CCOCC1	-1.3	-0.3	-0.5	1	1.8	1.1	1	0.1	-2	0	-1.0
O=C(Nc1ccc(F)cc1)OCc1cn(Cc2cc(F)ccc2F)nn1	-1.2	/	0.7	3	1.2	/	0	/	2	-2	-1.4
CCc1nc(SCC(=O)N2CCCCC2)c2c(=O)n(C)c(=O)n(C)c2n1	-1.6	-0.8	-0.7	5	-4.9	-0.5	-3	-2.9	-12	1	-1.3
CCC(C)n1c(OC)nc2c1c(=O)n(C)c(=O)n2C (stereo not given)	-1.7	0.0	-0.6	-1	0.7	0.9	2	-2.4	-8	-1	-1.2
O=C(N=Nc1c(O)[nH]c2ccc([N+](=O)[O-])cc12)c1ccccc1[N+](=O)[O-]	-0.9	-0.3	-0.5	-3	4.1	2.8	-2	-0.4	1	-2	3.2
NS(=O)(=O)c1ccc(CCNC(=O)CSc2nc3ccsc3c(=O)n2C2CC2)cc1	-1.0	-0.5	-0.9	-6	0.0	-0.9	-3	-1.9	4	-2	4.0
O=C(Nc1ncccc1Cl)C1COc2ccccc2O1 (stereo not given)	-1.0	-0.1	2.0	-5	6.5	-0.3	2	0.6	-5	-6	0.2
Cc1c(OCC(=O)N[C@@H](Cc2ccccc2)C(=O)O)ccc2c3c(c(=O)oc12)CCC3	-1.1	1.6	-0.4	2	0.1	-2.0	1	-0.3	-163	-36	-2.2

6 compounds already listed, sorted by the value under NPR1 activator, rising:
Structure,NPR1 activator
CCOC(=O)C1(Cc2ccccc2)CCCN(Cc2cccc(C(C)=O)c2)C1 (stereo not given),-7
COc1ccc(C)cc1NC1=C(Cl)C(=O)N(C2CCCCC2)C1=O,-6
CCC(C)n1c(OC)nc2c1c(=O)n(C)c(=O)n2C (stereo not given),-1
Cn1c(N)nc2nc(CCc3ccccc3)c(=O)[nH]c2c1=O,3
C=CSc1sc(Cl)c(N(C)C)c1[N+](=O)[O-],4
CCc1nc(SCC(=O)N2CCCCC2)c2c(=O)n(C)c(=O)n(C)c2n1,5

By substructure, those above containing fluorine (two)
SMILES	ssDAF-12 act	DAX1 inh-1	DAX1 inh-2	NPR1 activator	hgDAF-12 ag	GAA850 FXN act	SMARCA2 activ	PG9 binder	ADAM10 inh	ADAM17 inh	hcDAF12 agonist
CCN(CC(=O)Nc1c(F)cccc1F)C(=O)c1ccc(C(=O)c2ccccc2)cc1	-1.9	0.0	1.1	-4	0.6	1.3	-3	0.1	1	-4	-1.1
O=C(Nc1ccc(F)cc1)OCc1cn(Cc2cc(F)ccc2F)nn1	-1.2	/	0.7	3	1.2	/	0	/	2	-2	-1.4

The list goes on:
SMILES	ssDAF-12 act	DAX1 inh-1	DAX1 inh-2	NPR1 activator	hgDAF-12 ag	GAA850 FXN act	SMARCA2 activ	PG9 binder	ADAM10 inh	ADAM17 inh	hcDAF12 agonist
CC1(C)CC(NC(=O)c2ccncc2)CC(C)(C)N1O	-1.0	2.0	-0.2	1	-1.5	1.8	1	-0.8	-2	1	-0.2
CCCCCc1ccc(-c2cn(CC3CCCCC3)nn2)cc1	-0.2	1.0	0.1	-6	1.6	2.0	2	2.7	11	-5	0.2
Cc1sc(NC(=O)CSc2nc(O)cc(=O)[nH]2)nc1-c1ccccc1	-1.2	0.2	-0.4	0	-1.9	0.7	-1	1.6	1	-5	-0.8
Cc1ccc(CN2CCN(CC(=O)N/N=C/c3c[nH]c4ccccc34)CC2)cc1	-0.5	-0.9	-0.9	-7	1.7	0.2	-3	0.4	1	-5	-2.2
O=C(Nc1ccccc1N1CCCCC1)c1ccc2nccnc2c1	-1.3	-0.7	-0.8	-2	-2.0	2.0	1	-1.9	9	1	-2.1
CCc1ccc2c(CN(CC)Cc3nc4ccccc4c(=O)[nH]3)cc(=O)oc2c1	-1.0	0.0	-0.8	-7	1.0	-0.1	-3	0.9	1	1	0.6
COc1ccc(N2C(=O)CC(NC3CC3)C2=O)cc1 (stereo not given)	-0.2	0.8	1.7	-6	0.4	-1.8	1	0.1	6	3	4.0
O=C(Nc1nccs1)[C@@H]1CCCN1S(=O)(=O)c1ccccc1F	-0.5	0.1	1.0	0	4.4	-0.8	-2	1.0	-8	3	-0.2
CCc1cccc(C)c1NC(=O)CCCN1C(=O)CN(C)C1=O	-0.4	-0.6	0.2	1	2.0	-0.3	0	1.1	-14	-1	-0.9
CCc1ccc(CN2CCCC(C(=O)N3CCCCC3)C2)cc1 (stereo not given)	-1.6	-0.8	-0.7	3	-3.1	0.6	0	-2.4	-8	-1	-1.2
COc1ccc(OC)c(/C=C/C(=O)NCCc2nc3ccccc3[nH]2)c1	-1.1	0.4	-0.6	1	-2.1	-1.7	-2	0.8	i	-363	-0.1
COc1ccc(C2CC(c3ccccc3)=NN2c2ccccc2)c(C(=O)O)c1OC (stereo not given)	-1.2	-1.6	0.3	11	-1.4	0.4	-4	0.3	i	-252	0.5
CC(=O)N1c2ccc(S(=O)(=O)N(C)Cc3ccccc3)cc2CC1C (stereo not given)	-1.5	-0.6	-0.5	1	-1.0	0.6	2	-1.0	0	-1	-2.0
CC1CCCCC1NC(=O)Cn1cnc2sccc2c1=O (stereo not given)	-1.2	2.1	2.1	4	-0.2	-0.2	-3	-2.1	-2	5	0.9
c1ccc(CSc2nnnn2-c2ccccc2)cc1	0.1	-0.7	0.1	-8	1.4	1.9	-1	0.0	4	7	-1.2
CCOC(=O)c1cnn(-c2ccc(NS(=O)(=O)c3ccc(Cl)cc3)cc2)c1C(F)(F)F	-2.1	1.9	0.0	2	-1.9	-0.1	-4	0.1	15	4	-1.2
CCCc1cc(=O)[nH]c(SCC(=O)Nc2ncc(S(=O)(=O)c3ccc([N+](=O)[O-])cc3)s2)n1	-1.4	0.6	-0.2	2	-1.9	0.5	0	0.0	0	0	1.6
S=C(NCc1ccco1)N1CCN(Cc2ccco2)CC1	-1.5	1.6	0.0	0	-0.6	-2.3	2	-0.1	-4	-1	-0.4
O=C(COc1ccc(F)cc1)Nc1nnc(C2CC2)s1	-0.9	1.0	1.6	1	0.8	1.0	0	3.8	-16	-2	0.0
Cc1cc(NCCCN(C)C)n2nc(-c3cccs3)cc2n1	-0.9	1.1	0.2	-1	1.9	4.1	6	-1.3	-35	-13	0.9
Cc1ccc(-c2nn(-c3ccccc3)cc2/C=C/C(=O)Nc2cccc(S(N)(=O)=O)c2)cc1	-2.1	-1.2	-0.6	-3	-0.8	2.4	-4	0.0	-164	-20	-1.8
CC1(C)Cc2c(c(N3CCOCC3)nc3sc(-c4ccc(C(=O)O)o4)c(N)c23)CO1	-1.2	-0.9	0.2	17	-0.9	-0.1	0	-19	-144	-51	-1.6
Cc1cc(C)cc(C(=O)NC(CC(N)=O)c2ccc(N3CCN(c4ccccc4)CC3)c([N+](=O)[O-])c2)c1 (stereo not given)	-1.1	-0.1	-0.9	-6	-2.1	0.7	1	0.4	-3	-4	-0.9
COc1cc(NS(=O)(=O)c2ccc(NC(=S)Nc3ccccc3)cc2)nc(OC)n1	-0.6	0.5	-0.2	-6	-1.0	-0.7	-1	3.7	-10	-1	-1.3
COc1ccc(CNC(=O)C(C)OC(=O)c2cccs2)cc1 (stereo not given)	-0.7	-0.6	0.4	1	2.8	0.3	5	-3.8	2	0	0.7
CNC[C@@H]1Oc2cc(Br)ccc2S(=O)(=O)N([C@@H](C)CO)C[C@@H]1C	-1.2	3.7	-0.5	0	1.4	0.1	2	-1.6	-1	1	-1.2
COC(=O)c1ccc(COC(=O)CNC(=O)c2cccc(OC)c2)o1	-1.1	1.9	-1.5	-1	-0.2	2.3	-1	-0.1	-7	-1	0.8
CCC(C)[C@H](NC(=O)OC(C)(C)C)C(=O)N/N=C/c1cccc2nccnc12 (stereo not given in full)	-1.7	-1.1	0.0	-4	-1.1	1.2	-2	-1.9	8	2	-0.4
Cc1ccc(S(=O)(=O)n2cc(CO)c3ccccc32)cc1	-0.8	-1.3	-0.1	3	-0.8	0.5	-2	0.3	1	-2	0.7

Compound activity deposited in PubChem BioAssay by several laboratories.
